Pf growth 96h: P. falciparum growth inhibition at 96 hour, primary screen for plastid delayed-death inhibitors | P. falciparum luciferase reporter growth, 96 h | Potency, µM (top dose mostly 28.7 µM), without a hit: at the top dose activity change, negative = inhibition, hits mostly inhibitors | 320,000 tested, 6.9% active | AID 504834
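Luminescence readout: decreased luciferase signal marks inhibited growth of reporter-expressing P. falciparum in infected red cells (2% hematocrit, 0.05% parasitemia final), exposed to compound two generations (96 h, 37 C, 5% CO2).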
Sm TGR block: blocks Schistosoma mansoni thioredoxin glutathione reductase. 360,000 tested, 3% active. purified TGR, DTNB reduction, TNB absorbance 405 nm. Q962Y6. Potency, µM (highest dose often 114 µM), for inactives: at the top dose activity change, negative = inhibition, actives largely listed as inhibitors; further: nearly all actives have a fitted effect of over 60% in size
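TGR 20 nM + NADPH 100 uM (dispensed conc.), cpd preinc 15 min RT; start with NADPH (500 uM addition) then DTNB (15 mM addition). Kinetic TNB absorbance, 405 nm filter. Four-parameter Hill fit across titration.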
Pf growth 48h: P. falciparum growth inhibition at 48 hours (one generation); P. falciparum luciferase growth in erythrocytes, 48 h; 310,000 tested, 5.9% active; Potency, µM (titrated, usually from 28.7 µM), for inactives: top-dose activity change, negative = inhibition, actives largely listed as inhibitors
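Luciferase-expressing P. falciparum in infected erythrocytes (2% hematocrit, 0.1% parasitemia final) in RPMI 1640/0.5% Albumax were exposed to compound for 48 hours at 37 C, 5% CO2; growth read as luminescence.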
HCV inh: inhibitors of hepatitis C virus infection; 340,000 tested, 3.4% active; Potency, µM (doses to about 41.8 µM), for inactives: at the highest dose activity change, negative = inhibition, actives largely listed as inhibitors; AID 651820; Huh7.5.1 HCVcc-Cre infection, luciferase reporter, 44 h
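Cells (1,000/well) were plated 4 h before compound, then infected with HCVcc-Cre virus (~0.5 moi). After 44 h further culture, infection was read as luciferase luminescence following a 15 min substrate incubation at room temperature.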
LmPK inh: LmPK (Leishmania mexicana) enzyme inhibition; Q27686; purified LmPK, Kinase-Glo ATP luminescence, 1 h; Potency, µM (series often up to 57.5 µM), without a hit: at the top dose activity change, negative = inhibition, hits mostly inhibitors; 290,000 tested, 0.37% active
Target sequence (Q27686 whole entry, looked up): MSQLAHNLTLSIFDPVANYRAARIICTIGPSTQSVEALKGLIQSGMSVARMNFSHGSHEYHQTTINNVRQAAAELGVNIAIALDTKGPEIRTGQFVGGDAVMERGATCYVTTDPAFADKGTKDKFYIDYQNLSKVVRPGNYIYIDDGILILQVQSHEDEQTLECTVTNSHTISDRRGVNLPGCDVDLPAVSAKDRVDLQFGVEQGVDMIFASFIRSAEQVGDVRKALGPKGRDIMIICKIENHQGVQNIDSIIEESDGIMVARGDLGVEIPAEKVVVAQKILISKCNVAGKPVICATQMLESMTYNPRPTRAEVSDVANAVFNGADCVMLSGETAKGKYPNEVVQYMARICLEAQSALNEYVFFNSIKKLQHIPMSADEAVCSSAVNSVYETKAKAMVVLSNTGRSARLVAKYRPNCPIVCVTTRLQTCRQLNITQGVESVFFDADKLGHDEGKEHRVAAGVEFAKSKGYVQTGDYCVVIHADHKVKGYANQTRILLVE
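Pyruvate kinase activity monitored as ATP production (luciferase luminescence). Conditions: 0.1 nM enzyme, 0.5 mM PEP, 0.1 mM ADP, 1 h, RT; normalized against uninhibited and no-enzyme wells.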
Tb PYK inh: blocks Trypanosoma brucei pyruvate kinase; 410,000 tested, 0.12% active; Potency, µM (doses to about 76.8 µM), for inactives: at the top dose activity, negative = inhibition, usual class: inhibitors; Q57TT1; TbPYK enzyme, Kinase-Glo Plus ATP luminescence, 45 min; further: nearly all actives have a fitted effect of over 50% in size
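T. brucei PYK with substrate was exposed to pin-transferred compounds across a concentration series, then started with 130 uM ADP (final). After 45 min at room temperature, Kinase-Glo Plus luminescence was read, normalized and curve-fitted.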
* hit, by the source's call; i = inactive; ? = inconclusive; / = not tested or not shown; & = joins results of further samples; ! = a repeat was not active; [ ] = remark or other dose. The call rests on the fitted dose curve; in most records, active means well fitted curve in the direction sought with a large enough effect; inconclusive means small, poorly fitted or top-dose-only effect, or another doubt; inactive means no such curve, though single readings can be large; an effect the other way counts as inactive or inconclusive. On the % scale 0 is the no-effect control and ±100 the full control effect; potency means the concentration at half of the fitted maximal effect.

Short forms – A = Pf growth 96h; B = Sm TGR block; C = Pf growth 48h; D = HCV inh; E = LmPK inh; F = Tb PYK inh
> O=C(O)CC1Oc2ccc(Cl)cc2NC1=O (stereo unspecified)
  A = 5.2µM*; B = -1%; C = 11%; D = 4%; E = 1%; F = 2%

> CCN(CC(=O)NC1CCS(=O)(=O)C1)c1nc(-c2ccccc2)nc2ccccc12 (stereo unspecified)
  A = ?; B = 1%; C = 0%; D = -7%; E = 3%; F = 2%

> COC1=C/C(=C/c2c(N)n3cc(C)sc3nc2=O)C=CC1=O
  A = -26%; B = -17%; C = 1%; D = -6%; E = 0%; F = -2%

> ON1C2CCCCC2N(O)C1c1ccccc1F (stereo unspecified)
  A = 0%; B = 0%; C = 34%[activator]; D = 10%; E = -4%; F = 1%

> COc1ccccc1CNc1ccc(CNc2ncn[nH]2)cc1
  A = ?; B = 13%; C = -17%; D = 3%; E = 1%; F = -10%

> O=C(O)c1ccc(Nc2nc(-c3ccccc3)cs2)cc1
  A = ?; B = 6%; C = 453%[activator]; D = 6%; E = 1%; F = -6%

> Cc1cccc(N(C(=O)c2csnn2)C(C(=O)NCc2ccccc2)c2ccncc2)c1 (stereo unspecified)
  A = -1%; B = 0%; C = 7%; D = 3%; E = -1%; F = -3%

> O=C(c1cccs1)N1CCC(c2ccccc2)C1 (stereo unspecified)
  A = 4%; B = -2%; C = 65%[activator]; D = -6%; E = -7%; F = 1%

> COc1ccc(C(=O)N2CCOC2CNC(=O)C(=O)NCc2ccc3c(c2)OCO3)cc1 (stereo unspecified)
  A = 4%; B = 0%; C = ?; D = 1%; E = -5%; F = -3%

> O=C(Nc1cccc([N+](=O)[O-])c1)Nc1cccs1
  A = -7%; B = 2%; C = ?; D = ?; E = -1%; F = -6%

> O=C(NC(=S)Nn1cnnc1)c1ccc(F)cc1Cl
  A = 0%; B = 4%; C = 13%; D = 15%; E = -7%; F = -8%

> COc1ccc(-c2nnn(CC(=O)N(CC3CCCO3)C(C(=O)NC(C)(C)C)c3ccco3)n2)cc1OC (stereo unspecified)
  A = 10%; B = 8%; C = ?; D = -4%; E = 15%; F = 0%

> O=C(Nc1ccc2[nH]c(=O)[nH]c2c1)c1ccc([N+](=O)[O-])o1
  A = 12µM*; B = 40µM*; C = ?; D = 10µM*; E = /; F = -3%

> CC1(C)Cc2c(sc(NC(=O)COc3cccc4ccccc34)c2C#N)C(C)(C)N1
  A = ?; B = 17%; C = ?; D = -17%; E = -2%; F = -5%

> CC(=O)c1ccc(OC(=O)CN2C(=O)c3ccccc3C2=O)cc1
  A = 23%; B = ?; C = 17%; D = 0%; E = -6%; F = 0%

> Cc1cccnc1NC(=O)CSc1nnc(Cc2ccccc2)o1
  A = 12%; B = 1%; C = -11%; D = 5%; E = 1%; F = -5%

> COc1cc(COc2ccc3c(C)c(Cc4ccccc4)c(=O)oc3c2)cc(OC)c1OC
  A = ?; B = 16%; C = 8.3µM*; D = ?; E = 11%; F = -8%

> CC1CCN(C(=O)CSc2nc(=O)n3ccccc3n2)CC1
  A = -15%; B = 7%; C = 4%; D = -4%; E = /; F = -8%

> CCN(CC(=O)NCc1cccs1)S(=O)(=O)c1ccc(F)c(F)c1F
  A = ?; B = -5%; C = -6%; D = ?; E = /; F = -1%

> CC1=C(C(=O)O)N2C(=O)C(NC(=O)c3ccc(F)cc3)C2SC1 (stereo unspecified)
  A = 3%; B = ?; C = 11%; D = 13%; E = /; F = 8%

> CC(C)C1COS(=O)(=O)NC1CC(=O)SC(C)(C)C (stereo unspecified)
  A = -14%; B = 6%; C = 50%[activator]; D = 3%; E = 0%; F = -1%

> CC1(C(=O)NC2CCCCCCC2)CCC(=O)N1CCN1CCOCC1 (stereo unspecified)
  A = /; B = -32%; C = 10%; D = 8%; E = -5%; F = 1%

> COC(=O)C(CN)c1c[nH]c2ccc(OC)cc12 (stereo unspecified)
  A = -15%; B = /; C = 0%; D = /; E = /; F = 5%

> COc1cc(C(C)=O)ccc1COc1ccc(C(=O)OC(C)C(=O)NC(N)=O)cc1OC (stereo unspecified)
  A = 21%; B = 3%; C = 8%; D = ?; E = -1%; F = 7%

> COc1cc(Cl)ccc1OCc1cc(C(=O)NCCCN2CCCC2=O)no1
  A = ?; B = -7%; C = ?; D = 19%; E = 11%; F = 1%

Continuation.
Short forms – A = Pf growth 96h; B = Sm TGR block; C = Pf growth 48h; D = HCV inh; E = LmPK inh; F = Tb PYK inh
> CCOc1ccc(S(=O)(=O)N2CCC(C(=O)N3CCCCCC3)CC2)cc1Cl
  A = -24%; B = -4%; C = -21%; D = /; E = 0%; F = 6%

> COc1cccc2sc(Nc3nc(-c4ccccn4)cs3)nc12
  A = ?; B = 0%; C = 0.47µM*; D = /; E = -6%; F = /

> CCC1CCCCN1Cc1ccc(OC)c(C)c1 (stereo unspecified)
  A = ?; B = 2%; C = /; D = -9%; E = -6%; F = 2%

> CC(C)CNC(=O)c1cccc(NC(=O)COc2ccc([N+](=O)[O-])cc2)c1
  A = ?; B = 2%; C = ?; D = ?; E = 11%; F = 10%

> CCC(C)C(Nc1ccc(C(=O)OC)cc1[N+](=O)[O-])C(=O)OC (stereo unspecified)
  A = -23%; B = -1%; C = 11%; D = ?; E = -1%; F = 3%

> Brc1ccc(-c2cnco2)cc1
  A = 3%; B = -3%; C = 6%; D = 17%; E = 1%; F = 4%

> CC1(C)CC(C(CC(=O)N2CCCC2)Cc2ccccc2)CCO1 (stereo unspecified)
  A = ?; B = 1%; C = 4%; D = 8%; E = -1%; F = -11%

> CCOc1ccc(NC(=S)NC2CC3CCC(C2)N3Cc2ccco2)cc1 (stereo unspecified)
  A = -6%; B = /; C = ?; D = 7%; E = 0%; F = -17%

> Cc1nnc2ccc(-c3ccc(NC(=O)c4cccnc4Cl)cc3)nn12
  A = ?; B = -5%; C = -2%; D = 4%; E = 6%; F = -2%

> O=C(O)c1ccc(S(=O)(=O)c2ccc3c(c2)C(=O)N(c2ccc(O)cc2)C3=O)cc1
  A = 13%; B = -20%; C = -3%; D = 15%; E = 3%; F = 0%

> COc1cccc(-c2nn(-c3ccccc3)cc2/C=C(\C#N)C(=O)NCCCn2ccnc2)c1
  A = 1.7µM*; B = 1%; C = ?; D = ?; E = 0%; F = 2%

> Cc1cccc(-n2ncc3c(N(CCO)CCO)ncnc32)c1
  A = 162%[activator]; B = -13%; C = 185%[activator]; D = -4%; E = 3%; F = 0%

> Cc1ccc(-c2nc(CS(=O)CC(=O)NCCN(CC(C)C)CC(C)C)c(C)o2)cc1 (stereo unspecified)
  A = 11%; B = ?; C = 8%; D = 11µM*!; E = -1%; F = /

> COc1ccc(Cl)cc1NC(=O)CN(C)Cc1cccs1
  A = ?; B = -10%; C = ?; D = ?; E = 2%; F = 1%

> CCc1ccc(CNC(=O)C2CCCN(c3nnc(C)c4c(C)n(-c5ccccc5)nc34)C2)cc1 (stereo unspecified)
  A = ?; B = -11%&4%; C = ?; D = 1%; E = 0%; F = -5%&-1%

> Cc1nc(-c2cccs2)ccc1C(=O)O
  A = ?; B = -9%; C = -5%; D = 12%; E = -1%; F = -4%

> O=S(=O)(c1ccccc1)N1CCN(C(=S)NCc2ccccc2)CC1
  A = 2.1µM*; B = -1%; C = 2.6µM*; D = 27%; E = 1%; F = 3%

> COc1cccc(Cn2cnc3c(sc4nc(C)cc(C)c43)c2=O)c1
  A = 6%; B = 3%; C = 16%; D = ?; E = 4%; F = -2%

> C/C(=N\NC(=O)c1ccccc1C)c1cccnc1
  A = -22%; B = 0%; C = 50%[activator]; D = 8%; E = -8%; F = -11%

> Cc1ccc(S(=O)(=O)N(C)Cc2ccc(C(=O)N/N=C/c3ccc(OC(F)F)cc3)cc2)cc1
  A = -15%; B = -6%; C = 9%; D = ?; E = 7%; F = 2%

> O=C(N[C@H]1CCC(=O)N([C@H](CSc2ccccc2)Cc2ccccc2)CC1)OCc1ccccc1
  A = 8.3µM*; B = -10%; C = ?; D = ?; E = -1%; F = 6%

> Oc1c(C=C2N=c3ccccc3=N2)sc(=S)n1-c1ccc2ccccc2c1
  A = -1%; B = -2%; C = ?; D = -2%; E = 2%; F = 0%

> Cc1ccc(S(=O)(=O)N2CCC(NC(=O)c3ccccc3)CC2)cc1
  A = -17%; B = 2%; C = 27%; D = 2%; E = -1%; F = 2%

> O=C(/C=C/c1ccccc1[N+](=O)[O-])NCc1cccnc1
  A = ?; B = -1%; C = 12%; D = 14%; E = -2%; F = 8%

> Cc1ccc(S(=O)(=O)N2CCC(C(=O)Nc3nnc(-c4ccco4)s3)CC2)cc1
  A = 20%[5.75 µM]; B = ?; C = ?; D = -14%; E = 1%; F = 2%

Exported as comma-separated lines: four of the compounds above.
mol,Pf growth 96h,Sm TGR block,Pf growth 48h,HCV inh,LmPK inh,Tb PYK inh
COc1cccc(-c2nn(-c3ccccc3)cc2/C=C(\C#N)C(=O)NCCCn2ccnc2)c1,1.7µM*,1%,?,?,0%,2%
Cc1cccc(-n2ncc3c(N(CCO)CCO)ncnc32)c1,162%[activator],-13%,185%[activator],-4%,3%,0%
Cc1ccc(-c2nc(CS(=O)CC(=O)NCCN(CC(C)C)CC(C)C)c(C)o2)cc1 (stereo unspecified),11%,?,8%,11µM*!,-1%,/
COc1ccc(Cl)cc1NC(=O)CN(C)Cc1cccs1,?,-10%,?,?,2%,1%

(listing goes on)
Short forms – A = Pf growth 96h; B = Sm TGR block; C = Pf growth 48h; D = HCV inh; E = LmPK inh; F = Tb PYK inh
> COc1ccc(C(=O)N2CCN(S(=O)(=O)c3ccc(C)cc3)CC2)cc1S(=O)(=O)N1CCOCC1
  A = ?; B = 6%; C = ?; D = 2%; E = -3%; F = -1%

> CSc1nsc(SC)c1NC(=O)OC1CCCCC1
  A = /; B = 5%; C = -16%; D = 4%; E = -3%; F = ?

> N#C/C(=N\Nc1cccc(F)c1)C(=N)N1CCCCCC1
  A = ?; B = 10%; C = i; D = 2%; E = 9%; F = 8%

> CCc1nnc(NS(=O)(=O)c2ccc(NC(=O)/C=C/c3ccc(OC)cc3OC)cc2)s1
  A = ?; B = -1%; C = 6%; D = 11%; E = 2%; F = 5%

> O=[N+]([O-])c1ncn(Cc2ccccc2Cl)n1
  A = -3%; B = 1%; C = 5%; D = 25%; E = -5%; F = -1%

> Cc1cnc(C(=O)OC(C)C(=O)c2c(C)[nH]c3ccccc23)cn1 (stereo unspecified)
  A = 9%; B = 3%; C = ?; D = 1%; E = /; F = 0%

> CC1=C(C(=O)OCc2ccccc2)C(c2cccc([N+](=O)[O-])c2)NC(=O)N1CCCCCC(=O)O (stereo unspecified)
  A = 10µM*; B = -7%; C = ?; D = -11%[8.37 µM]; E = 6%; F = -12%

> COc1cccc(CNCCO)c1OCc1ccccc1
  A = 39%[activator]; B = /; C = 16%; D = 14%; E = -2%; F = 0%

> COc1ccc(C2C3=C(CC(C)(C)CC3=O)Oc3ncn(CCO)c(=N)c32)cc1OC (stereo unspecified)
  A = 230%[activator]; B = 4%; C = /; D = 8%; E = -1%; F = -2%

> Cc1cccc(N=C2NC(=O)/C(=C/c3cccnc3)S2)c1
  A = ?; B = 0%; C = ?; D = -11%; E = 9%; F = 7%

> COC(=O)c1ccc2c(=O)[nH]c(COC(=O)c3c(-c4ccccc4Cl)noc3C)nc2c1
  A = ?; B = -3%; C = ?; D = ?; E = /; F = 0%

> C=CCNC(=O)C1CCN(S(=O)(=O)CC)CC1
  A = /; B = -26%; C = 18%; D = 12%; E = 0%; F = -1%

> CCc1ccc(NC(=O)C(C)Sc2nc(-c3ccco3)c(C#N)c(=O)[nH]2)cc1 (stereo unspecified)
  A = 19%; B = 40µM*; C = 12%; D = -3%; E = 1%; F = 0%

> COc1cc(C(=O)Nc2cccc(NC(=O)c3ccccc3)c2)cc(OC)c1OC
  A = ?; B = 4%; C = ?; D = ?; E = -3%; F = 2%

Compound activity from PubChem BioAssay.
